High-throughput results (PubChem BioAssay)
Pf apPOL inh – Pf-apPOL DNA polymerase inhibition. inhibition, % at 10 µM. Recombinant Pf-apPOL, molecular beacon fluorescence, 1.5 h. 210,000 compounds, 0.25% hits
mHTT CaM bind – mHTT-calmodulin interaction abrogation. P42858. AlphaScreen His-mHTT/GST-CaM binding, luminescence. inhibition, % at 15 µM. 190,000 compounds, 3.6% hits. AID 1671202;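 note: 0% = both proteins with DMSO and 100% = one protein alone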
Numbers without * were called inactive; x = no result given; & = joins results of further samples. Cut-off read from the data, not from the text of the source: active = inhibition above about 50%; inactive = the rest. An excerpt; count on the stated rates, not on these rows.

SMILES	Pf apPOL inh	mHTT CaM bind
Cc1ccc(C(=O)Nc2ccc3c(c2)oc2ccccc23)o1	-7.7	-2.0
CCOC(=O)c1c(C)oc(-c2ccc(C)cc2)c1S(=O)(=O)N1CCOCC1	2.8	x
O=C(NCc1ccc(S(=O)(=O)N2C=CC(C(F)(F)F)=NCC2)s1)c1ccccc1	-10.1	x
COc1ccccc1-c1nc(C2CCCN(C(=O)c3ccc(C)cc3C)C2)no1 (centres undefined)	-4.5	30.2
CCCc1nnsc1C(=O)Nc1ccc(-c2nc(C)no2)cc1	-0.1	-12.0
Cc1ccc(NS(=O)(=O)c2cc3c(s2)CCN(C(=O)C2CCC2)C3)cc1F	-3.8	26.1
CN1CCC(N2CCN(C(=O)c3ccnc(N4CCNC(c5ccccc5)C4)c3)CC2)CC1 (centres undefined)	-5.2	-4.0
CC(NC(=O)c1cn2c(n1)COCC2)c1ccccn1 (centres undefined)	-4.3	14.1
CCc1nc2c(n1O)CCc1nonc1-2	-4.6	2.9
COc1ccc(Cl)cc1NS(=O)(=O)c1cccc2nsnc12	-2.8	5.0
O=S(=O)(c1ccc(Cl)cc1)N1CCN(c2cc(C(F)(F)F)ccn2)CC1	4.9&-7.1	x
O=[N+]([O-])c1ccc(-c2nc(C=Nc3ccc(Cl)cc3Cl)c(O)o2)cc1	-5.9	-4.0
O=C(NC1CC1)c1ccc(OCC2CCN(C(=O)c3cccc(F)c3)CC2)cc1	-1.8	9.3
O=S(=O)(CCc1nc2ccccc2o1)c1ccc(Cl)cc1	-5.2	-10.0
O=C(CSc1nc2ccccc2o1)Nc1cc(Cl)ccc1Cl	-8.6	-5.0

Complete entries, quoted from the list. Screens in order: Pf apPOL inh	mHTT CaM bind
Shown for `O=C(CSc1nc2ccccc2o1)Nc1cc(Cl)ccc1Cl` = -8.6	-5.0
Shown for `COc1ccccc1-c1nc(C2CCCN(C(=O)c3ccc(C)cc3C)C2)no1` (centres undefined) = -4.5	30.2
Shown for `O=S(=O)(CCc1nc2ccccc2o1)c1ccc(Cl)cc1` = -5.2	-10.0

Next compounds
SMILES	Pf apPOL inh	mHTT CaM bind
O=C(Cn1cc([N+](=O)[O-])nc1[N+](=O)[O-])NCc1cccnc1	3.8	1.0
COc1ccc(-n2nc(C)c3sc(N4CCCN(C(=O)c5ccoc5)CC4)nc32)cc1	12.0	35.0
Cc1noc(COC2CCN(C(=O)c3ccc4c(c3)OCO4)CC2)n1	-0.9	0.3
O=C(Nc1ccc(Cl)cc1)c1cc(S(=O)(=O)N2CCCc3ccccc32)ccc1F	36.5	-15.0
CC(C)CCOC(=O)CCSc1n[nH]c(=O)[nH]c1=O	x	-8.5
COc1ccccc1-c1coc2c(CN3CCN(C)CC3)c(O)ccc2c1=O	-1.4	0.9
O=C(c1ccc(F)cc1)N1CCN(Cc2ccc3c(c2)OCO3)CC1	3.3	-8.1
Cn1c(=O)c2c(-c3ccccc3)n(-c3cccc([N+](=O)[O-])c3)cc2n(C)c1=O	0.3	38.0
COc1ccccc1-n1c(SCc2c(C)c(C)c(C)c(C)c2C)nnc1-c1ccccc1Cl	-1.1	x
CCOc1cc(Br)c(Br)c(C=Nc2ccc(OC)c(OC)c2)c1O	-5.6	27.0
Cc1cc(C2CCCN2C(=O)c2ccc3c(c2)OCO3)no1 (centres undefined)	1.3	-5.7
O=C(NCCCN1CCCC1)C1CCCN(c2ncc(-c3ccc(F)cc3)cn2)C1 (centres undefined)	-3.4	38.2
COc1ccc(C2C(C(=O)NCc3ccccn3)c3cc(OC)c(OC)cc3C(=O)N2C)cc1 (centres undefined)	-3.2	-3.0
CCCCC(=O)N1CCC2(CC1)NC(=O)c1c(F)cccc1N2	4.4	11.3
O=c1c2ccccc2nc2ccccn12	x	-4.8
CCOc1sc2nc(C)n(CC(=O)Nc3ccc(CC)cc3)c(=O)c2c1C	-5.6	-3.0
COc1ccccc1/C=C/C=C1\N=C(c2cccc(C)c2)OC1=O	3.1	20.0
Clc1ccc(OCCOCCn2ccnc2)cc1Cl	-2.6	7.5
COC(=O)C(NC(=O)N1CCc2cn(C)c3cccc(c23)C1)c1ccccc1 (centres undefined)	-3.1	17.0
O=c1c2c(nc(NCCCO)n1-c1ccccc1)-c1ccccc1CC21CCCC1	-2.4	49.0
Cc1cc(C)c(C(=O)N2CCC(CC(=O)NCc3ccc(F)cc3)CC2)[nH]1	-3.3	-0.3
CC1=C(C(=O)Nc2ccc(Cl)cc2)C(c2ccccc2F)n2nnnc2N1 (centres undefined)	-0.6	16.0
Cc1cccc(CN2C(=O)CCC2(C)C(=O)NC2CCCC2)c1 (centres undefined)	2.0	-8.1
COc1cc(Nc2ncc3c(n2)CCN(Cc2ccccc2)C3)cc(OC)c1	-1.5	0.4
O=C(O)c1ccc(COc2ccccc2/C=C2/NC(=O)N(Cc3ccccc3)C2=O)cc1	-11.5	14.0
CC1(C)Cc2c(c(-c3ccco3)nc3oc(C(=O)c4ccc(Br)cc4)c(N)c23)CO1	-1.5	11.0
O=C(/C=C1\Sc2ccccc2N(Cc2ccc(F)cc2)C1=O)NCc1ccccc1	30.4	-1.0
Cc1ccc(S(=O)(=O)NNC(=S)Nc2ccc3c(c2)OCCO3)cc1	-5.2	x
CC1CCCC(NS(=O)(=O)c2cccc3nsnc23)C1C (centres undefined)	-6.3	0.0
Cc1[nH]n(-c2ccccc2)c(=O)c1C=O	1.7	-2.5

Sorted by number of heavy atoms (low to high): 4 of the compounds above.
SMILES	Pf apPOL inh	mHTT CaM bind
CC1CCCC(NS(=O)(=O)c2cccc3nsnc23)C1C (centres undefined)	-6.3	0.0
Cc1cc(C)c(C(=O)N2CCC(CC(=O)NCc3ccc(F)cc3)CC2)[nH]1	-3.3	-0.3
O=C(/C=C1\Sc2ccccc2N(Cc2ccc(F)cc2)C1=O)NCc1ccccc1	30.4	-1.0
O=C(O)c1ccc(COc2ccccc2/C=C2/NC(=O)N(Cc3ccccc3)C2=O)cc1	-11.5	14.0

(continued)
SMILES	Pf apPOL inh	mHTT CaM bind
CCc1ccccc1NC(=O)Nc1ccc2nncn2c1	0.7	-7.2
Cc1ccc(C)c(OCC(=O)NCc2ccco2)c1	-4.2	1.5
Cc1c(Cl)cccc1NC(=O)c1cncc(Br)c1	-6.9	-10.8
CC(=O)c1ccc(N2CCN(C(=O)c3cc(F)c(F)cc3Cl)CC2)c(F)c1	3.4	3.2
COc1cc(CNc2cccc(F)c2)c([N+](=O)[O-])cc1OC	-2.1	60.7*
Cc1ccc(Oc2ccc(C(F)(F)F)cc2NC(=O)c2ccc([N+](=O)[O-])cc2)c2c1CCC2	-6.1	x
Cc1c(C(=O)NCc2ccccc2)oc2ccc(S(=O)(=O)N3CC(C)CC(C)C3)cc12 (centres undefined)	3.5	-2.0
COc1ccc(-c2nnc(N3CCC(C(=O)N(C)Cc4ccccc4)CC3)o2)cc1	1.8	19.4
c1ccc2c(c1)[nH]c1c(N3CCOCC3)ncnc12	-6.5	-1.6
COc1ccc(/C=C2\SC(=N)NC2=O)cc1OCc1ccc(Cl)cc1	7.1	20.0
O=C(NCCCn1ncccc1=O)Nc1ccc2c(c1)OCCO2	-5.7	-14.4
COc1ccc(-c2noc(C3CCCN3C(=O)NCc3ccco3)n2)cc1 (centres undefined)	-6.1	24.3
CNC(=O)Cc1csc(NC(=O)c2cc(-c3ccco3)[nH]n2)n1	3.2	-9.5
O=C(Nc1ccc(S(=O)(=O)Nc2nccs2)cc1)c1cccc([N+](=O)[O-])c1	-7.0	10.3
N#CC1=C(N)C(C#N)(C#N)C(c2ccccc2I)C2CCCC=C12 (centres undefined)	-3.2	11.0
O=C(Nc1ccc2c(c1)N(C(=O)C1CC1)CC2)Nc1ccccc1C(F)(F)F	-8.4	-2.9
O=C(Nc1ccc2nsnc2c1)N1CCSCC1	0.7	-2.7
CSc1ccccc1NC(=O)c1nnn(-c2cc(Cl)ccc2C)c1C	0.2	-41.0
Cc1ccccc1Cn1nnc2cc(C(=O)N3CCOCC3)ccc21	-5.8	0.4
Cc1ccc(-c2nnc(N3CCC(C(=O)NCc4ccccc4Cl)CC3)o2)cc1	-2.6	7.3
O=C(Nc1ccccc1F)c1ccc(F)cc1	3.7	0.2
COc1ccc(OC)c(NC(=O)CN(c2ccccc2F)S(C)(=O)=O)c1	-2.9	3.3
CCOc1ccc(CN2CCN(C3CCCC3)CC2)cc1	-8.0	3.8
COc1cc2c(cc1O)[C@@H](Cc1ccc(O)c(Oc3ccc(C[C@@H]4c5cc(OC)c(OC)cc5CCN4C)cc3)c1)N(C)CC2	4.6	x
O=C(c1ccc(Cn2cncn2)cc1)N1CCCCC1	0.1	-6.1
COc1ccc2c(c1)C(=O)CC(c1ccccc1Cl)O2 (centres undefined)	-10.5	3.1
O=C(Nc1cccc(-c2nc3ncccc3o2)c1)c1ccc(Cl)c([N+](=O)[O-])c1	-11.7	14.0
Cc1nn(Cc2ccccc2)c(C)c1NC(=O)CCCn1nc(C)c([N+](=O)[O-])c1C	-4.0	6.0
Cc1nc2n(COCCO)cnn2c(=O)c1Br	-6.9	-2.0
O=C(NCc1cccnc1)O[C@@H]1C[C@H]2C[C@@H]1[C@H]1CCCCN1C2=O	-1.9	-7.7

Looked up one by one from above:
SMILES	Pf apPOL inh	mHTT CaM bind
c1ccc2c(c1)[nH]c1c(N3CCOCC3)ncnc12	-6.5	-1.6
Cc1cc(C)c(C(=O)N2CCC(CC(=O)NCc3ccc(F)cc3)CC2)[nH]1	-3.3	-0.3
CCOc1sc2nc(C)n(CC(=O)Nc3ccc(CC)cc3)c(=O)c2c1C	-5.6	-3.0
O=S(=O)(CCc1nc2ccccc2o1)c1ccc(Cl)cc1	-5.2	-10.0
CC(NC(=O)c1cn2c(n1)COCC2)c1ccccn1 (centres undefined)	-4.3	14.1
N#CC1=C(N)C(C#N)(C#N)C(c2ccccc2I)C2CCCC=C12 (centres undefined)	-3.2	11.0
COc1ccc(-c2nnc(N3CCC(C(=O)N(C)Cc4ccccc4)CC3)o2)cc1	1.8	19.4

Other structures follow:
SMILES	Pf apPOL inh	mHTT CaM bind
O=C(Nc1ccc(Br)c(C(F)(F)F)c1)c1ccc(CN2C(=O)c3ccccc3C2=O)o1	-3.1	x
O=C(CSc1nnc(-c2ccncc2)n1Cc1ccco1)c1cccc([N+](=O)[O-])c1	-7.1	14.2
Cc1nc(C)c(Cc2ccccc2)c(N2CCN(C(=O)c3ccccc3)CC2)n1	-1.4	30.2
COc1ccc(C(O)c2nc3ccccc3n2C(C)C)cc1OC (centres undefined)	2.2	1.0
Nc1nonc1-c1nc2ccccc2n1Cc1ccc(F)cc1Cl	-1.6	0.0
Cc1nc2c(-c3ccc(Cl)cc3)c(C)nn2c(N)c1-c1ccccc1	-5.1	-3.5
COC(=O)c1ccc(NC(=O)Cc2csc(NC(=O)Nc3ccccc3OC)n2)cc1	4.9	24.7
COC(=O)COc1ccc2c(=O)c(Oc3ccccc3Br)c(C)oc2c1	-1.3	-2.7
Cc1cccc(NC(=O)NC(=O)c2ccc(C(C)(C)C)s2)n1	-8.7	x
COc1ccc(C(=O)Nc2ccc3oc(-c4ccccc4C)nc3c2)cc1	-14.9	-4.3
CCN1CCN(C(=O)C2CC(c3ccccc3)=NO2)CC1 (centres undefined)	-3.9	-1.0
CCC(=O)NCc1csc(C2CCCN(C(=O)c3c(F)cccc3F)C2)n1 (centres undefined)	-1.4	4.1
O=C(Cc1ccc(F)cc1)NCC1CCCO1 (centres undefined)	-6.4	3.6
CC(C(=O)Nc1ccc2c(c1)Cc1ccccc1-2)n1nc(-c2ccco2)ccc1=O (centres undefined)	7.6	32.3
Nc1ccc(-c2ccc(S(=O)(=O)c3cccc(N)c3)cc2N)cc1	4.1	68.6*
COc1cc(C2OC3=C(C(=O)CC(C)(C)C3)C(N)=C2C#N)ccc1O (centres undefined)	-5.1	-4.0
COc1ccc(-n2nc3c(c2NC(=O)/C=C/c2ccc4c(c2)OCO4)CS(=O)(=O)C3)cc1	-8.1	19.0
Cc1ccccc1NC(=O)CN1C(=O)C2CC=C(Cl)CC2C1=O (centres undefined)	-3.2	1.2
CCSC1=N/C(=C\c2ccc3c(c2)OCO3)C(=O)S1	6.1	-11.0
CC1=C(C(N)=O)C(c2ccccc2)n2nc(SCc3ccccc3)nc2N1 (centres undefined)	-4.7	5.0
CCC(=O)NCc1nc2c(n1CC)CN(C(=O)c1ccccc1Cl)CC2	-3.1	4.0
CCC(=O)N1CCc2cc(Br)cc(S(=O)(=O)Nc3ccc(F)cc3)c21	-0.4	8.0
Cc1cccc(N2CC(C(=O)N3CCCC3)CC2=O)c1 (centres undefined)	0.6	-3.6
CCC(=O)Oc1ccc2c(C)c(-c3ccccc3)c(=O)oc2c1	-7.5	-4.1
CCOC(CNC(=O)c1ccc(CNS(=O)(=O)c2ccc(F)cc2)cc1)OCC	-2.0	0.0
O=C(Nc1ccc(-c2nc3ncccc3o2)cc1)c1ccc(I)cc1	-24.1	-1.0
Cc1ccc(NCC(O)C(O)C(O)CO)cc1C (centres undefined)	-4.5	3.9
Cc1ccc(C(=O)Nc2cccc(/C=C/C(=O)O)c2)o1	-16.1	4.1
CS(=O)(=O)c1sc(NC(=O)Nc2ccc(Cl)cc2)c2c1C=CCC2	5.0	x
COc1ccc2c(c1)-c1onc(C(=O)N3CCCCC3)c1CC2	-2.1	0.6
c1ccc(-c2cc3c(N4CCOCC4)ncnc3s2)cc1	-25.4&-4.5	18.2
Nc1nnc(C2CCCCC2)s1	1.4	-7.8&-1.8
COc1ccc(CN2CC(C(=O)Nc3ccc(F)cc3)CC2=O)cc1 (centres undefined)	-9.2	-6.6
CC(=O)Nc1ccc(NC(=O)c2nccnc2C(=O)O)cn1	2.5	x
Cc1ccccc1CN1CCOCC1	-2.7	-8.0
CN1C(=O)C(C)(C(=O)NCc2ccccc2Cl)Oc2cccnc21 (centres undefined)	3.2	-2.6
Cc1noc(C2CCCCN2CC(=O)NCc2cccs2)n1 (centres undefined)	-6.2	-10.5
OC(CN1c2ccccc2Sc2ccccc21)Cn1nnc2ccccc21 (centres undefined)	-5.9	12.0
O=C(c1cccs1)N1CCN(CCNS(=O)(=O)CCN2C(=O)CCCC2=O)CC1	0.7	-2.8
CCNc1cc(-n2cccn2)ncn1	-16.5	3.0
CCOC(=O)c1nc(-c2ccc([N+](=O)[O-])cc2)no1	-4.0	x
CCC(C)(NC(=O)c1ccccn1)C(=O)NC1CCCC1 (centres undefined)	-5.0	5.0
